# ABHD4 inh – inhibits mouse alpha/beta hydrolase domain 4; 370,000 compounds, 0.54% hits; inhibition, % at 8.92 µM; purified mABHD4, FP-Rh probe fluorescence polarization; Q8VD66;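 active means inhibition exceeding the mean over every tested compound plus 3 SD, cut at about 30% in these data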;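 further: 0% = plate median of compound wells and 100% = S159A mutant with DMSO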
#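 Assay system: mouse ABHD4 enzyme, wild type / Also added: fluorescent activity-based probe FP-Rh / Doses: single nominal dose of 8.92 µM, 0.89% DMSO final / Timing: 45 min compound pre-incubation plus 60 min probe step, 25 °C / Signal: FP readout, ex 525 nm / em 598 nm / Control set: S159A mutant/DMSO as 100%, compound-well median as 0%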
# SMARCA2 act – activators of SMARCA2 function. 370,000 compounds, 1% hits. MG213 cells, MMTV-luciferase reporter, dexamethasone, overnight. activation, % at 9.1 µM; in the data active means activation above about 7.8%;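 further: 0% = vehicle wells and 100% = reference activator wells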
# rCAG binder – r(CAG) repeat RNA binding | AID 651821 | TO-PRO-1 dye displacement fluorescence | inhibition, % at 3 µM | 370,000 compounds, 1.3% hits;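 active means inhibition above the plate cutoff, the mean of all test compounds on that plate plus 3 SD, cut at about 35% in these data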;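 further: 0% = DMSO alone and 100% = 100 µM mitoxantrone as full dye displacement; higher means more dye released from RNA so lower well fluorescence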
# NR1D1 modulator – modulates human Rev-erb alpha binding to DNA | P20393 | Rev-erbα–FITC-DNA binding, fluorescence polarization, 90 min | activity, % at 10 µM | 370,000 compounds, 0.79% hits | AID 1259318;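 active means activity above about 14%, limit read from the data; passing the limit was not always enough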;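 further: 0% = DMSO wells with 35 nM protein and 100% = DMSO wells with 750 nM protein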
# GC-B act – GC-B (human) receptor activation; activation, % at 10 µM; HEK293-GC-B cells, CNP EC30, cGMP TR-FRET; 0% at EC30 CNP, 100% saturating CNP; AID 1920062; 370,000 compounds, 0.11% hits;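 active means activation at 10 µM reaching about 35% in either raw or pattern-adjusted values, limit read from the data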
# Target sequence (P20594 whole entry, looked up): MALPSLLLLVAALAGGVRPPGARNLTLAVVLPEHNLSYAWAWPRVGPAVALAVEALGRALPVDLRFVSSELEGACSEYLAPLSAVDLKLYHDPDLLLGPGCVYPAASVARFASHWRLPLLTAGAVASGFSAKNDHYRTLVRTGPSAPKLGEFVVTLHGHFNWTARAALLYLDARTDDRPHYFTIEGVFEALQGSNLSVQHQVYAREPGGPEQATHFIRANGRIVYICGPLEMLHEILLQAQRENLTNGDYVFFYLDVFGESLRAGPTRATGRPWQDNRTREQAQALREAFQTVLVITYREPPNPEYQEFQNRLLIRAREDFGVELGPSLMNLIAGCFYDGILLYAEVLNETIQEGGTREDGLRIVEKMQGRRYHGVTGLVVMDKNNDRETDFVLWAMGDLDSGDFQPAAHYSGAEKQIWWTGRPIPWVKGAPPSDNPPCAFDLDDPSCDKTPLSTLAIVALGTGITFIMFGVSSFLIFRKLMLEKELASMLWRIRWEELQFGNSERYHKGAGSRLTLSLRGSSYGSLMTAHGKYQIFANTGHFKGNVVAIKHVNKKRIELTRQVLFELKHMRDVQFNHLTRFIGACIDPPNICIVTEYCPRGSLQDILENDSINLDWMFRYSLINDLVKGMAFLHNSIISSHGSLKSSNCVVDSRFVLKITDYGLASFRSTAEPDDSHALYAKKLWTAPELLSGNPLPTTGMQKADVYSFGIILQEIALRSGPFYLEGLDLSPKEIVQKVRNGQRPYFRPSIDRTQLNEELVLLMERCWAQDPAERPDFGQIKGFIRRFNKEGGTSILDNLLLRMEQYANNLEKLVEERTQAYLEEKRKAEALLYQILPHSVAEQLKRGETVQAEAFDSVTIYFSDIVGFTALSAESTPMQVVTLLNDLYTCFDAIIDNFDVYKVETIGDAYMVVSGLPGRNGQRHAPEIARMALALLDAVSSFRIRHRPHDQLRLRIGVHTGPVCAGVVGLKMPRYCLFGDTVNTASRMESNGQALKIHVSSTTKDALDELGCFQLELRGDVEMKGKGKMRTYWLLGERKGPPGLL
# HTRA1 inhibitor – inhibitors of human serine peptidase HTRA1; inhibition, % at 5.96 µM; 340,000 compounds, 0.5% hits; AID 504803; recombinant HTRA1, FP-rhodamine activity-based probe, fluorescence polarization; Q92743; in the data active means inhibition above about 36%;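 further: 0% = enzyme with DMSO and 100% = wells lacking enzyme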
# PG9 Ab binder – PG9 antibody binding by small molecule. TR-FRET gp120-PG9 antibody binding. 360,000 compounds, 0.43% hits. inhibition, % at 6.7 µM; in the data active means inhibition above about 8.5%
# GC-A act – GC-A (human) enzyme activation; 370,000 compounds, 0.14% hits; HEK293 GC-A cells, cGMP TR-FRET, EC30 ANP; 0% at EC30 ANP, 100% saturating ANP; AID 1671463; activation, % at 10 µM; in the data active means activation above about 40%
# ASAP1 inh – inhibitors of human ASAP1 ArfGAP activity | 360,000 compounds, 0.19% hits | AID 624377 | Q9ULH1 | inhibition, % at 16.5 µM | ASAP1-stimulated ARF1 GTP hydrolysis, GDP FP detection; in the data active means inhibition above about 25%;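 further: 0% = vehicle with enzyme and substrate and 100% = no enzyme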
# ARFGAP1 inh – inhibits rat ARF GTPase activating protein 1; Q62848; Arfgap1-stimulated ARF1 GTP hydrolysis, GDP FP detection; inhibition, % at 16.5 µM; 360,000 compounds, 0.26% hits; AID 651572;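 active means inhibition above a per-plate limit, mean inhibition of low control wells plus 3 SD, cut at about 25% in these data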;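 further: 0% = DMSO wells with enzyme and 100% = wells lacking Arfgap1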
#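 Material: truncated rat Arfgap1 GAP domain; Incubation: compound-enzyme preincubation 20 min, reaction 120 min, detection 60 min, 25 °C; Read-out: percent inhibition of Arfgap1-stimulated GTP hydrolysis; Technique: FP, GDP Alexa 633 tracer displaced from anti-GDP antibody, 620/688 nm; Controls: No-Arfgap1 wells (100%) versus DMSO full-reaction wells (0%); Replication: single well per compound.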
# Starred values were filed as active, the others as inactive; . = not tested or not shown.
item	canonical_smiles	SMARCA2 act	NR1D1 modulator	rCAG binder	PG9 Ab binder	GC-A act	ABHD4 inh	GC-B act	ARFGAP1 inh	HTRA1 inhibitor	ASAP1 inh
1	O=C(c1cccnc1)N1CCN(c2ccc([N+](=O)[O-])cc2Cl)CC1	-2	1	-2	0.5	-1	3	-1	15	4	1
2	CC(C)n1nnnc1C1(C)CCCCC(=O)N1Cc1cccc(C(F)(F)F)c1 (stereo unspecified)	6	-4	1	.	-2	-7	1	.	.	.
3	CC1Cc2ccccc2N1S(=O)(=O)c1cccc(C(=O)N2CCN(c3ncccn3)CC2)c1 (stereo unspecified)	1	-2	-3	-0.1	3	1	8	-2	-9	4
4	COc1ccc(C(=O)NCCN2CCOCC2)c(OC)c1	-4	-5	-1	-2.4	-1	-9	2	16	0	2
5	Cc1cc(=O)oc(C)c1C(=O)NCC(C)NC(=O)c1c(C)cc(=O)oc1C (stereo unspecified)	2	-3	3	-0.1	5	1	4	-8	5	3
6	O=C(c1ccc(F)cc1Cl)N(Cc1ccccn1)CC1CCCO1 (stereo unspecified)	3	-5	2	.	3	-1	-2	.	.	.
7	CCN(CC(=O)Nc1ccc2c(c1)OCCO2)C(=O)c1cc(=O)[nH]c2ccccc12	2	-5	2	-1.3	1	-12	1	-8	-2	5
8	O=C(CN1CCN(c2ccccn2)CC1)N(c1ccccc1)c1ccc2ccccc2c1	-2	-6	1	0.8	-2	-6	-6	4	-8	4
9	COC(=O)/C(C#N)=C(/Nc1ccc(F)c(Cl)c1)C(F)(F)F	-3	1	11	-3.7	-3	1	6	-3	4	2
10	O=C(O)c1ccn2c(C(=O)c3ccccc3)c(-c3ccccc3)cc2c1	-5	2	13	0.2	-2	-3	7	8	-2	3
11	CCOc1ccc(CN(C)C(=O)CNC(=O)C2CCCCC2)cc1	-2	6	-1	-1.2	-4	0	1	-3	4	6
12	O=C(CSc1nc(-c2ccncc2)nn1CC(=O)N1CCCCC1)NC1CCCC1	-1	-2	-7	-1.6	2	2	4	4	2	-6
13	O=C1CN(C(=O)COC(=O)c2ccccc2NCc2ccco2)c2ccccc2N1	-5	-4	1	-1.3	-14	-25	-11	6	-23	11
14	COc1ccc(OCC(=O)N2c3ccc(C)cc3C3CN(C)CCC32)cc1 (stereo unspecified)	-3	-6	2	-0.8	3	-8	-5	8	3	3
15	CC1CN(C(=O)CSc2nc(N)c(NC(=O)c3ccc(C(F)(F)F)cc3)c(=O)[nH]2)CC(C)O1 (stereo unspecified)	-2	-6	2	-0.1	2	-4	4	9	5	-2
16	COc1ccc(-c2n[nH]c(=S)n2Cc2ccccc2)cc1OC	2	-5	1	-0.5	-6	5	-5	10	-3	-6
17	CC(NC(=O)C(=O)NCCN1CCN(C(=O)c2ccc([N+](=O)[O-])cc2)CC1)c1ccccc1 (stereo unspecified)	-2	6	1	-1.5	-3	-3	-2	15	9	9
18	Cc1scc(C(=O)NNC(=S)NC(C)c2ccccc2)c1C (stereo unspecified)	-3	-5	7	-3.3	-1	7	-3	7	0	-5
19	COc1cccc(CN2CCNC(=O)C2CC(=O)NCCCN2CCCC2=O)c1 (stereo unspecified)	-1	3	-2	0.5	9	3	-1	0	0	-6
20	Cc1ccc(CSCCNS(C)(=O)=O)cc1	0	4	-4	-0.1	1	-1	-2	-22	4	-3
21	Cc1cc(NC(=O)CSc2n[nH]c(-c3ccc(Cl)cc3Cl)n2)no1	-3	-1	9	-1.0	-1	-8	-4	-5	-15	-8
22	CN(CC(=O)Nc1ccc(Cl)c(Cl)c1)Cc1nnc(-c2ccc(F)cc2)o1	0	2	-3	-0.7	-2	-3	3	2	-15	-6
23	O=C(Nc1ccc(F)cc1)c1cccnc1N1CCCCC1	2	0	-7	-0.5	5	5	4	-5	-8	-13
24	COc1ccc(C(=O)c2c(-c3ccsc3)oc3ccc(-c4ccc(OC)cc4)cc23)cc1	2	-1	6	1.0	-3	3	-1	-1	.	10
25	CC(C)(C)c1ccc(-c2nnc3n2N=C(c2ccc(Cl)cc2)CS3)cc1	-3	6	3	.	-2	1	6	.	.	.
26	C/C(=N\Nc1ccc(C(F)(F)F)cc1[N+](=O)[O-])C1CC1	-2	9	0	0.0	-2	1	-8	-5	1	-2
27	CCOC(=O)c1cc2c(=O)n3ccccc3nc2n(C(C)C)c1=NC(=O)c1c(-c2c(F)cccc2Cl)noc1C	-4	3	1	1.4	4	4	3	6	-1	-4
28	COc1ccc(NC(=O)C2CCC(C(C)(C)C)CC2)cc1S(=O)(=O)N1CCOCC1 (stereo unspecified)	-3	-12	11	2.5	1	-3	2	-7	-4	2
29	Brc1ccc(-c2nn3c(-c4ccccc4)nnc3s2)cc1	4	34*	7	.	3	2	0	.	.	.
30	C=CCc1c(N(CC)CC)nc(C)[nH]c1=O	-1	1	-3	-1.9	2	7	0	7	4	3
31	CCCCCCOC1(c2ccccc2)OC(=O)c2ccccc21 (stereo unspecified)	.	4	.	.	1	.	-9	.	-14	.
32	CCC(C(=O)Nc1c(C)cccc1C)n1c(-c2cc(C)cs2)nc2ccccc21 (stereo unspecified)	-1	-6	2	-40	-5	2	-1	11	.	14
33	Cc1ccc(NC(=O)C(CC(C)C)NC(N)=O)cc1Cl (stereo unspecified)	1	-1	-1	-0.5	-6	0	-8	2	-5	-7
34	COc1cc(C=O)ccc1OCc1ccncc1	-2	-3	7	-1.3	3	-1	-2	12	3	11
35	CCCCNC(=O)c1nc(C2CCN(S(=O)(=O)c3cccc(C(F)(F)F)c3)CC2)oc1-c1cccc(C(F)(F)F)c1	-1	-4	1	1.5	2	8	4	-1	.	-1
36	CCOCCN1CCN(c2c(C)c(C)nc3cc(-c4cc(OC)cc(OC)c4)nn23)CC1	5	0	-6	1.0	11	2	-5	-6	-36	18
37	O=C(CN1CCN(c2ccccc2F)CC1)NC(=O)NCc1ccccc1	-2	1	-6	1.1	1	3	6	-1	6	13
38	Cc1[nH]nc2c1C1(C(=O)Nc3ccc([N+](=O)[O-])cc31)C(C#N)=C(N)O2 (stereo unspecified)	-3	-3	4	2.0	-1	-4	2	3	7	-2
39	CCNC(=O)C1(C)CCN(C(=O)c2ccccc2OC)C1 (stereo unspecified)	0	4	0	0.3	5	3	8	-2	.	-4
40	Cc1ccc(C)c(NC(=S)NNC(=O)c2csc3c2CCC(C)C3)c1 (stereo unspecified)	-1	2	15	0.9	-1	11	6	1	-13	-2

# 3 compounds from above, sorted by heavy-atom count, high to low:
item	canonical_smiles	SMARCA2 act	NR1D1 modulator	rCAG binder	PG9 Ab binder	GC-A act	ABHD4 inh	GC-B act	ARFGAP1 inh	HTRA1 inhibitor	ASAP1 inh
35	CCCCNC(=O)c1nc(C2CCN(S(=O)(=O)c3cccc(C(F)(F)F)c3)CC2)oc1-c1cccc(C(F)(F)F)c1	-1	-4	1	1.5	2	8	4	-1	.	-1
11	CCOc1ccc(CN(C)C(=O)CNC(=O)C2CCCCC2)cc1	-2	6	-1	-1.2	-4	0	1	-3	4	6
33	Cc1ccc(NC(=O)C(CC(C)C)NC(N)=O)cc1Cl (stereo unspecified)	1	-1	-1	-0.5	-6	0	-8	2	-5	-7

# Sorted by number of heavy atoms (descending): part of the list above
item	canonical_smiles	SMARCA2 act	NR1D1 modulator	rCAG binder	PG9 Ab binder	GC-A act	ABHD4 inh	GC-B act	ARFGAP1 inh	HTRA1 inhibitor	ASAP1 inh
35	CCCCNC(=O)c1nc(C2CCN(S(=O)(=O)c3cccc(C(F)(F)F)c3)CC2)oc1-c1cccc(C(F)(F)F)c1	-1	-4	1	1.5	2	8	4	-1	.	-1
27	CCOC(=O)c1cc2c(=O)n3ccccc3nc2n(C(C)C)c1=NC(=O)c1c(-c2c(F)cccc2Cl)noc1C	-4	3	1	1.4	4	4	3	6	-1	-4
36	CCOCCN1CCN(c2c(C)c(C)nc3cc(-c4cc(OC)cc(OC)c4)nn23)CC1	5	0	-6	1.0	11	2	-5	-6	-36	18
28	COc1ccc(NC(=O)C2CCC(C(C)(C)C)CC2)cc1S(=O)(=O)N1CCOCC1 (stereo unspecified)	-3	-12	11	2.5	1	-3	2	-7	-4	2
32	CCC(C(=O)Nc1c(C)cccc1C)n1c(-c2cc(C)cs2)nc2ccccc21 (stereo unspecified)	-1	-6	2	-40	-5	2	-1	11	.	14
22	CN(CC(=O)Nc1ccc(Cl)c(Cl)c1)Cc1nnc(-c2ccc(F)cc2)o1	0	2	-3	-0.7	-2	-3	3	2	-15	-6
25	CC(C)(C)c1ccc(-c2nnc3n2N=C(c2ccc(Cl)cc2)CS3)cc1	-3	6	3	.	-2	1	6	.	.	.
38	Cc1[nH]nc2c1C1(C(=O)Nc3ccc([N+](=O)[O-])cc31)C(C#N)=C(N)O2 (stereo unspecified)	-3	-3	4	2.0	-1	-4	2	3	7	-2
21	Cc1cc(NC(=O)CSc2n[nH]c(-c3ccc(Cl)cc3Cl)n2)no1	-3	-1	9	-1.0	-1	-8	-4	-5	-15	-8
31	CCCCCCOC1(c2ccccc2)OC(=O)c2ccccc21 (stereo unspecified)	.	4	.	.	1	.	-9	.	-14	.
23	O=C(Nc1ccc(F)cc1)c1cccnc1N1CCCCC1	2	0	-7	-0.5	5	5	4	-5	-8	-13
29	Brc1ccc(-c2nn3c(-c4ccccc4)nnc3s2)cc1	4	34*	7	.	3	2	0	.	.	.
26	C/C(=N\Nc1ccc(C(F)(F)F)cc1[N+](=O)[O-])C1CC1	-2	9	0	0.0	-2	1	-8	-5	1	-2
34	COc1cc(C=O)ccc1OCc1ccncc1	-2	-3	7	-1.3	3	-1	-2	12	3	11
30	C=CCc1c(N(CC)CC)nc(C)[nH]c1=O	-1	1	-3	-1.9	2	7	0	7	4	3
